CBFb RUNX1 block = inhibitors of human CBF-beta and RUNX1 interaction | Q01196+Q13951 | AlphaScreen CBFb-His/RUNX1-biotin binding, biochemical | Potency, µM (top dose mostly 59.8 µM), inactives show at the top dose activity, negative = inhibition, hits mostly inhibitors | 230,000 tested, under 10 active; note: % of control where 0% means no effect
Target sequence (Q01196 whole entry, looked up): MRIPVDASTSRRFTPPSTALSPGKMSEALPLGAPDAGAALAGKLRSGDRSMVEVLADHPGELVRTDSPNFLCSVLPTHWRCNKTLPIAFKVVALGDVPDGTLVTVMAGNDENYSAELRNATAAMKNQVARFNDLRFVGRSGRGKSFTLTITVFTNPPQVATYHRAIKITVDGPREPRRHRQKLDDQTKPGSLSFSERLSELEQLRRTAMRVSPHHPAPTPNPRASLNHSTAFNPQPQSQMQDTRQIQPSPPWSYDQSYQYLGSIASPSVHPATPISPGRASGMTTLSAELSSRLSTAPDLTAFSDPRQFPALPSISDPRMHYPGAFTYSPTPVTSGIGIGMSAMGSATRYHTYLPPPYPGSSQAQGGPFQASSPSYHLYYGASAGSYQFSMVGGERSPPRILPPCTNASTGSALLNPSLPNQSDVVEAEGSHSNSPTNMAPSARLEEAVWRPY
Target sequence (Q13951 whole entry, looked up): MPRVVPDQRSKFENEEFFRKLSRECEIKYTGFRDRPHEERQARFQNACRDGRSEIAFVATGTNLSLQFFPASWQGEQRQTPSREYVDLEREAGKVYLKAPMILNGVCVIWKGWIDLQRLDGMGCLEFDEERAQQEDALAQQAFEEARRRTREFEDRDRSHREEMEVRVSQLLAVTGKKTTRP
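His-tagged CBF-beta and biotinylated RUNX1 (30 nM each) were premixed 20 min at room temperature, exposed to compound for 15 min, then given nickel-chelate and streptavidin AlphaScreen beads (50 ng each). After 90 min, AlphaScreen signal was read.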
IMPase Li inh = cell-permeable IMPase inhibitors with lithium potentiation; 0.35% of 210,000 active; Potency, µM (highest dose often 59.4 µM), without a hit: at the highest dose activity, negative = IMPase inhibition, most hits filed as inhibitors; CHO-M1 cells, IP1 TR-FRET (IP-One), carbachol + lithium;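 note: IP1 builds up when IMPase is blocked and the TR-FRET signal falls; potency is the fitted concentration of half-maximal effect; plate controls were basal vehicle for no effect and high inhibitor control for full effect; nearly all actives have a fitted effect of over 50% in size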
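Concentration–response in CHO-M1 cells, lithium-potentiated; 30 min at 37C. IP1 detected by competitive TR-FRET after 10 min lysis at RT. Hill-fitted AC50.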
KinaseGlo FLuc = counter-screen: inhibitors of Kinase-Glo firefly luciferase; Q27757; Kinase-Glo luciferase, ATP luminescence, 8 min; Potency, µM (doses to about 38.3 µM), without a hit: at the highest dose activity change, negative = inhibition, usual class: inhibitors; 0.28% of 200,000 active; note: potency is the fitted concentration of half-maximal effect; % is set by controls: 0 for no effect and ±100 for the full control effect; nearly all actives have a fitted effect of over 60% in size
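Inhibition of Kinase-Glo luciferase light generation was assessed at 10 uM ATP in pH 7.2 imidazole buffer, with luminescence measured after eight minutes at ambient temperature.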
The depositor's hits bear a star; ? = inconclusive; . = not tested or not shown; & = joins results of further samples; [ ] = dose if it differs, or a comment. Calls come from the whole dose curve; as a rule, active = well fitted curve in the direction sought with a large enough effect; inconclusive = small, poorly fitted or top-dose-only effect, or another doubt; inactive = no such curve, though single readings can be large; an effect the other way counts as inactive or inconclusive.

A first look (7 entries):
SMILES	CBFb RUNX1 block	IMPase Li inh	KinaseGlo FLuc
O=C(O)[C@@H](O)Cc1ccccn1	.	0%	-3%[7.66 µM]
COc1cccc(Cn2c(=O)c(-c3cccs3)nc3cnc(Nc4ccccc4)nc32)c1	.	-18%	0%
CN1CCCC2(CCN(C(=O)c3cc(C(F)(F)F)cc(C(F)(F)F)c3)CC2)C1	.	10%	-3%
COc1ccc(-c2nc3cnc(N(C)C)nc3n(CCc3ccccc3)c2=O)cc1	.	-8%	-6%
c1cncc(CNCc2cccnc2)c1	.	2%	-4%[7.66 µM]
O=c1c(-c2ccccc2)nc2cnc(N3CCNCC3)nc2n1Cc1ccc(F)cc1	.	9%	1%
C[C@H](Br)C(=O)Nc1ccc(C(=O)O)c(O)c1	.	-1%	-3%[7.66 µM]

The listing (from the top)
SMILES	CBFb RUNX1 block	IMPase Li inh	KinaseGlo FLuc
O=C(O)[C@@H](O)Cc1ccccn1	.	0%	-3%[7.66 µM]
COc1cccc(Cn2c(=O)c(-c3cccs3)nc3cnc(Nc4ccccc4)nc32)c1	.	-18%	0%
CN1CCCC2(CCN(C(=O)c3cc(C(F)(F)F)cc(C(F)(F)F)c3)CC2)C1	.	10%	-3%
COc1ccc(-c2nc3cnc(N(C)C)nc3n(CCc3ccccc3)c2=O)cc1	.	-8%	-6%
c1cncc(CNCc2cccnc2)c1	.	2%	-4%[7.66 µM]
O=c1c(-c2ccccc2)nc2cnc(N3CCNCC3)nc2n1Cc1ccc(F)cc1	.	9%	1%
C[C@H](Br)C(=O)Nc1ccc(C(=O)O)c(O)c1	.	-1%	-3%[7.66 µM]
CC(C)NC(=O)N1CC2(CCN(C(=O)c3cc(C(F)(F)F)cc(C(F)(F)F)c3)CC2)C1	.	2%	1%
COc1ccc2c(Cc3c4ccccc4cc4ccccc34)cncc2c1O	.	-9%	-3%[7.66 µM]
CCSCCCC(=O)O	.	-7%	0%[7.66 µM]
O=C(c1cnccn1)N1CCC2(CC1)CCN(c1cccc(-c3ccccc3)c1)CC2	.	7%	-1%
COc1ccc(C(=O)N2CCC[C@@]3(CCN(c4cccc(-c5ccccc5)c4)C3)C2)cc1	.	22%	1%
COCC(=O)N1CCC2(CC1)CN(C(=O)Nc1cccc(F)c1)C2	.	-12%	-3%
O[C@H]([C@H](O)[C@@H](O)c1nc2ccccc2[nH]1)[C@@H](O)c1nc2ccccc2[nH]1	.	-11%	-3%[7.66 µM]
C[C@H]1[C@H](C)OC(=O)C[C@H](O)C[C@H](O)C[C@H](O)CC[C@H](O)[C@H](O)CC(=O)C[C@H](O)[C@H](C(=O)O)[C@H](O)C[C@H](O[C@@H]2O[C@@H](C)[C@H](O)[C@@H](N)[C@@H]2O)C=CC=CC=CC=CCCC=CC=C[C@@](C)(O)[C@H]1O	.	0%	0%[7.66 µM]
Cc1nn(-c2ccc(S(=O)(=O)O)cc2)c(O)c1N=Nc1ccc(-c2ccc(N=Nc3ccc4c(S(=O)(=O)O)cc(S(=O)(=O)O)c(N)c4c3O)c(O)c2)cc1O.[Cu].[Cu]	.	7%	-25%[7.66 µM]
O=C(O)CSc1ccc([N+](=O)[O-])cc1[N+](=O)[O-]	.	14%	1%[7.66 µM]
CS(=O)(=O)N1CCC2(CC1)CN(Cc1cc(C(F)(F)F)cc(C(F)(F)F)c1)C2	.	5%	1%
C[C@@]12CC[C@@H]3[C@@H](CC[C@H]4C[C@@H](O)CC[C@]43C)[C@H]1CC[C@@H]2c1cc(C(F)(F)F)n[nH]1	.	-5%	-6%[7.66 µM]
OC[C@@H]1O[C@H](n2cnc3c(/C=C(\O)c4ccccc4)ncnc32)[C@H](O)[C@@H]1O	.	14%	-7%[7.66 µM]
CC(=O)c1ccc(O)c(CN(C2CCCCC2)C2CCCCC2)c1O	.	-4%	-4%[7.66 µM]
CCCNc1ncnc2[nH]ncc12	.	-1%	-4%[7.66 µM]
CC(C)CN1CC[C@@]2(CCCN(C(=O)c3cccc(F)c3)C2)C1	.	15%	-1%
C[C@H]1CN(CCO)CCN1c1ccccc1	.	-16%	-7%[7.66 µM]
N#CCCn1c(=O)cnc2cnc(OCc3ccccc3)nc21	.	-10%	-8%

Laid out differently: 4 of the compounds above.
SMILES,CBFb RUNX1 block,IMPase Li inh,KinaseGlo FLuc
CC(=O)c1ccc(O)c(CN(C2CCCCC2)C2CCCCC2)c1O,.,-4%,-4%[7.66 µM]
CCCNc1ncnc2[nH]ncc12,.,-1%,-4%[7.66 µM]
CC(C)CN1CC[C@@]2(CCCN(C(=O)c3cccc(F)c3)C2)C1,.,15%,-1%
C[C@H]1CN(CCO)CCN1c1ccccc1,.,-16%,-7%[7.66 µM]

The listing continues:
SMILES	CBFb RUNX1 block	IMPase Li inh	KinaseGlo FLuc
COc1ccc(C(=O)N2CCC3(CCCN(c4ncccn4)C3)CC2)cc1	.	-5%	-1%
O=C(c1cccc(F)c1)N1CCC2(CC1)CCN(c1ncccn1)CC2	.	-4%	-3%
O=[N+]([O-])c1ccc(S(=O)(=O)Cc2ccccc2)c([N+](=O)[O-])c1	.	7%	-5%[7.66 µM]
Cc1cc(N)c2cc(OCCOc3ccc4nc(C)cc(N)c4c3)ccc2n1	.	21%	-3%[7.66 µM]
CN(C)c1ncc2ncc(=O)n(Cc3ccc(F)cc3)c2n1	.	2%	-2%
COc1ccc(-n2c(=O)c(-c3ccc(Cl)cc3)nc3cnc(N4CCOCC4)nc32)cc1	.	-4%	1%
COC(=O)N1CCC2(CCN(Cc3cc(C(F)(F)F)cc(C(F)(F)F)c3)CC2)CC1	.	33%[activator]	-6%
C=C1C[C@]23C[C@@]1(O)CC[C@H]2[C@@]12C=C[C@H](O)[C@@](C)(C(=O)O1)[C@H]2[C@@H]3C(=O)O	9%[21.7 µM]	-21%	.
C=CCCCC	7%[21.7 µM]	4%	.
O=[N+]([O-])c1cccc(Cl)c1	6%[21.7 µM]	7%	.
CCCOCC(C)O (stereo not given)	27%[21.7 µM]	-9%	.
O=C(O)c1ccc(Cl)cc1Cl	5%[21.7 µM]	9%	.
Cc1cccc([N+](=O)[O-])c1C	9%[21.7 µM]	-8%	.
Clc1cc(Cl)cc(Cl)c1	0%[21.7 µM]	18%	.
CCCCCCCCN	12%[21.7 µM]	0%	.
NC(=O)c1cccc([N+](=O)[O-])c1	15%[21.7 µM]	-11%	.
CCCCOC(=O)COc1ccc(Cl)cc1Cl	17%[21.7 µM]	11%	.
O=C=Nc1ccc(Cl)c(Cl)c1	24%[21.7 µM]	-4%	.
O=CC(=O)c1ccccc1	1%[21.7 µM]	15%	.
CC(C)(C)C(=O)C1C(=O)c2ccccc2C1=O	9%[21.7 µM]	16%	.
C=Cc1ccccc1C=C	1%[21.7 µM]	7%	.
OC/C(Br)=C(\Br)CO	20%[21.7 µM]	5%	.
COc1ccc(N)c(OC)c1	7%[21.7 µM]	8%	.
COc1cc(/C=C/c2ccccc2)oc(=O)c1	-3%[21.7 µM]	18%	.
CO[Si](CCCNCCC[Si](OC)(OC)OC)(OC)OC	13%[21.7 µM]	-9%	.

Fetched by compound from the entries so far (two):
SMILES	CBFb RUNX1 block	IMPase Li inh	KinaseGlo FLuc
CN(C)c1ncc2ncc(=O)n(Cc3ccc(F)cc3)c2n1	.	2%	-2%
CCCCCCCCN	12%[21.7 µM]	0%	.

(further entries)
SMILES	CBFb RUNX1 block	IMPase Li inh	KinaseGlo FLuc
c1ccc2c(c1)-c1cccc3c1c-2cc1ccccc13	?	-22%	.
BrC/C=C/CBr	3%[21.7 µM]	11%	.
CC(=O)Nc1ccc(C(=O)CCl)cc1	-21%[21.7 µM]	20%	.
O=C(OCc1ccccc1)c1ccccc1O	4%[21.7 µM]	18%	.
CC(=O)CC(C)C	7%[21.7 µM]	8%	.
O=[N+]([O-])c1cc(Cl)c(Cl)c(Cl)c1Cl	11%[21.7 µM]	-9%	.
CC1=C(/C=C/C(C)=C/C=C/C(C)=C/C=O)C(C)(C)CCC1	-1%[21.7 µM]	-2%	.
Cc1cccc2ccccc12	1%[21.7 µM]	0%	.
c1ccc(Nc2cccc3ccccc23)cc1	13%[21.7 µM]	-4%	.
CCOCCO	5%[21.7 µM]	-7%	.
CCCCCCCN	16%[21.7 µM]	-24%	.
C=C(C)C(N)=O	7%[21.7 µM]	10%	.
CCCN(CCC)C(=O)SCC	6%[21.7 µM]	-4%	.
CCNS(=O)(=O)c1ccc(C)cc1	-3%[21.7 µM]	-1%	.
Cc1cscn1	1%[21.7 µM]	-12%	.
CCC(Cl)CC(Cl)C(Cl)C(Cl)C(Cl)C(C)Cl (stereo not given)	13%[21.7 µM]	8%	.
Oc1ccc2c(c1)OCO2	14%[21.7 µM]	-23%	.
C1CCCNCC1	7%[21.7 µM]	8%	.
Cc1cc(Nc2ccc(O)cc2)ccc1N	?	37%[activator]	.
CCNc1cc(O)ccc1C	10%[21.7 µM]	3%	.
Cc1ccc([N+](=O)[O-])c(C)c1	-17%[21.7 µM]	5%	.
CCC(C)Nc1ccc(NC(C)CC)cc1 (stereo not given)	?	49%[activator]	.
CCCCC(C=O)CC (stereo not given)	-5%[21.7 µM]	7%	.
CCCOCC(C)OCC(C)O (stereo not given)	27%[21.7 µM]	9%	.
NC(=S)NNC(N)=S	16%[21.7 µM]	2%	.
The listing continues:
SMILES	CBFb RUNX1 block	IMPase Li inh	KinaseGlo FLuc
Cc1ccccc1C(=O)O	13%[21.7 µM]	4%	.
O=C(O)c1ccccc1[N+](=O)[O-]	2%[21.7 µM]	8%	.
CC(C)(C)c1ccc(O)c(O)c1	-12%[21.7 µM]	-10%	.
S=C(NC1CCCCC1)NC1CCCCC1	10%[21.7 µM]	23%	.
Cc1ccc(N)cc1O	-1%[21.7 µM]	6%	.
CC(N)CN (stereo not given)	13%[21.7 µM]	23%	.
CC1=C2[C@@H]([C@H](C)CC[C@H]2/C=C(\C)C(=O)O)[C@H](O)C1	8%[21.7 µM]	-2%	.
COc1ccc(CCC(=O)c2c(O)cc(O[C@@H]3O[C@H](CO)[C@@H](O)[C@H](O)[C@H]3O[C@@H]3O[C@@H](C)[C@H](O)[C@@H](O)[C@H]3O)cc2O)cc1O	11%[21.7 µM]	-14%	.
OC(CCl)CCl	3%[21.7 µM]	-10%	.
C/C=C(/C)C#N	15%[21.7 µM]	-6%	.
Cc1ccc([N+](=O)[O-])c(N)c1	25%[21.7 µM]	6%	.
CC(=O)Nc1ccc(C)cc1	28%[21.7 µM]	-13%	.
Cc1cccc(C)c1	26%[21.7 µM]	8%	.
Cc1ccccc1C	14%&-23%[21.7 µM]	15%&11%	.
c1ccc(SCCSc2ccccc2)cc1	17%[21.7 µM]	-4%	.
NC(N)=S	9%[21.7 µM]	13%	.
OC1CCCCC1	14%[21.7 µM]	-10%	.
CCCCCCC=O	-13%[21.7 µM]	10%	.
Fc1ccccc1	5%[21.7 µM]	4%	.
Cc1ccc(C)c(N)c1	0%[21.7 µM]	14%	.
CCC(C)(C)OC	-9%[21.7 µM]	12%	.
CCCCCO	-7%[21.7 µM]	-17%	.
Cc1cccc(Br)c1	29%[21.7 µM]	-2%	.
C=Cc1ccccc1Cl	1%[21.7 µM]	6%	.

Laid out differently: results already given
Under each structure: CBFb RUNX1 block	IMPase Li inh	KinaseGlo FLuc
- Cc1cccc(Br)c1
    29%[21.7 µM]	-2%	.
- C=Cc1ccccc1Cl
    1%[21.7 µM]	6%	.

Screening results from PubChem.

This is a subset. The share of hits here may be higher or lower than overall.
